UHRF1 binding = UHRF1 methylated DNA binding inhibitors, primary screen, counter-screen for MBD2 inhibitor project, biochemical, TR-FRET, human UHRF1, single concentration; E3 ubiquitin-protein ligase UHRF1 (Homo sapiens), Q96T88; UHRF1 binding to methylated oligo; inhibition, % at 4.4 µM; 370,000 tested, 0.75% active; AID 687016, 2013; in the data active means inhibition above about 21%;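 further: UHRF1 SRA domain binding a hemimethylated CpG hairpin DNA probe; 0% = median of test compound wells and 100% = reference inhibitor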
LEDGF integ inh = blockers of LEDGF/p75-dependent integrase strand transfer – biochemical, TR-FRET, high throughput, primary screen. 370,000 tested, 0.64% active. HIV-1 integrase (with human LEDGF/p75). TR-FRET IN-LEDGF/p75 DNA integration, Eu/Cy5. inhibition, % at 3.7 µM. AID 743269, 2014;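 active means inhibition above the screen-wide mean plus 3 SD, cut at about 13% in these data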;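 further: signal is the Cy5 over europium emission ratio at 671 and 618 nm; 0% = plate median of compound wells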
HTRA1 inh = HTRA1 serine protease inhibitors, primary screen, biochemical, fluorescence polarization, HTS | Q92743 | recombinant HTRA1, FP-rhodamine activity-based probe | inhibition, % at 5.96 µM | 340,000 tested, 0.5% active | AID 504803, 2011; in the data active means inhibition above about 36%;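 further: 0% = enzyme with DMSO and 100% = wells lacking enzyme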
Target sequence (Q92743 whole entry, looked up): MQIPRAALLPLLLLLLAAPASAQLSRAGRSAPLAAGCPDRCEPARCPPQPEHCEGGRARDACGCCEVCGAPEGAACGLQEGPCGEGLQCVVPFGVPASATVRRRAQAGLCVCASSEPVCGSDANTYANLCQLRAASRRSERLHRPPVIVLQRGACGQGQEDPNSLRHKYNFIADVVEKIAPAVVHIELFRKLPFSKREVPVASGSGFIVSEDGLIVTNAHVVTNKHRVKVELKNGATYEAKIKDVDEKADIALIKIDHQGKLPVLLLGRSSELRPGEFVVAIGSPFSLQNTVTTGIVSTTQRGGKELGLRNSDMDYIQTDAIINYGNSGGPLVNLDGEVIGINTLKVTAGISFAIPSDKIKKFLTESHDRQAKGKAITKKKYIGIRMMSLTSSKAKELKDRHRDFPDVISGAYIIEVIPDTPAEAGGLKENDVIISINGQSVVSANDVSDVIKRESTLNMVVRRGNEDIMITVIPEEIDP
ABHD4 inh = ABHD4 inhibitors, primary screen, biochemical, fluorescence polarization, mouse; purified mABHD4, FP-Rh probe fluorescence polarization; inhibition, % at 8.92 µM; 370,000 tested, 0.54% active;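 active means inhibition exceeding the mean over every tested compound plus 3 SD, cut at about 30% in these data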;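 further: 0% = plate median of compound wells and 100% = S159A mutant with DMSO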
Target sequence (Q8VD66 whole entry, looked up): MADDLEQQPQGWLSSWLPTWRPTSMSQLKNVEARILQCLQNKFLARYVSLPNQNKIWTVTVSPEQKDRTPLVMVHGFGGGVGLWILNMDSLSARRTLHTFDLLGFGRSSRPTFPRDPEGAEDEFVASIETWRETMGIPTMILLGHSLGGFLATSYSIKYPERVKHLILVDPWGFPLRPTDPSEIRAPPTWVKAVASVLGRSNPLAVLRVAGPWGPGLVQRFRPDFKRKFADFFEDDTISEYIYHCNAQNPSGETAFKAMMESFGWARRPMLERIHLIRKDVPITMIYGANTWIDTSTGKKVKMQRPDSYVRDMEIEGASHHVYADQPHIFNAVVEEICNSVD
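assay system = mABHD4 protein | compound dosing = single nominal dose of 8.92 µM, 0.89% DMSO final | read-out basis = percent inhibition of probe binding, normalized to plate controls | schedule = Enzyme–compound pre-incubation 45 min, then probe 60 min, both 25 °C | detection = fluorescence polarization, excitation 525 nm, emission 598 nm, BODIPY TMR filters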
MBD2 DNA inh = inhibitors of MBD2 binding to methylated DNA, primary screen, biochemical, TR-FRET, DNA-binding domain, human; AID 686964, 2013; inhibition, % at 4.4 µM; MBD2 binding to methylated oligonucleotide; 370,000 tested, 0.31% active; in the data active means inhibition above about 13%
rCAG RNA binder = binders of r(CAG) RNA repeats, primary screen, biochemical, fluorescence; 370,000 tested, 1.3% active; r(CAG) RNA repeat, TO-PRO-1 dye displacement fluorescence; inhibition, % at 3 µM;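 active means inhibition above the plate cutoff, the mean of all test compounds on that plate plus 3 SD, cut at about 35% in these data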;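 further: 0% = DMSO alone and 100% = 100 µM mitoxantrone as full dye displacement; higher means more dye released from RNA so lower well fluorescence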
NR1D1 modulator = modulators of Rev-erb alpha DNA binding, primary screen, biochemical, FITC-DNA, fluorescence polarization, uHTS | 370,000 tested, 0.79% active | activity, % at 10 µM | Rev-erbα–FITC-DNA binding, 90 min | AID 1259318, 2017;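 active means activity above about 14%, limit read from the data; passing the limit was not always enough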;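 further: 0% = DMSO wells with 35 nM protein and 100% = DMSO wells with 750 nM protein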
TCR CD3 inh = inhibitors of human TCR-CD3 interaction, primary screen, biochemical, fluorescence, TAMRA-labeled TCR probe. T-cell receptor (TCR). inhibition, % at 9.4 µM. 360,000 tested, 0.37% active; in the data active means inhibition above about 19%;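 further: recombinant mutant TCR 2C K166C tagged with TAMRA read by polarization; 0% = receptor in buffer alone and 100% = receptor with positive control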
PG9 Ab binder = binders of HIV-1 gp120 antibody PG9, primary screen, biochemical, TR-FRET. TR-FRET gp120-PG9 antibody binding. inhibition, % at 6.7 µM. 360,000 tested, 0.43% active. HIV-1 gp120 / PG9 antibody interaction; in the data active means inhibition above about 8.5%
PRMT1 FP inh = PRMT1 methyltransferase inhibitors, primary screen, biochemical, fluorescence polarization; Protein arginine N-methyltransferase 1 (Homo sapiens), Q99873; inhibition, % at 2.79 µM; recombinant PRMT1, activity-based probe fluorescence polarization; 370,000 tested, 1.3% active;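 active means inhibition above about 21% made by adding two undisclosed values, limit read from the data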
Starred values were filed as active, the others as inactive; . = no result given.

No.	mol	UHRF1 binding	LEDGF integ inh	HTRA1 inh	ABHD4 inh	MBD2 DNA inh	rCAG RNA binder	NR1D1 modulator	TCR CD3 inh	PG9 Ab binder	PRMT1 FP inh
1	Cc1oc2cc(O)ccc2c(=O)c1Oc1ccc(F)cc1	0	0	-1	-8	5	1	5	-2	1.5	-1
2	CCn1c(SC(C)C(=O)Nc2nnc(C)s2)nnc1-c1ccco1 (stereo not given)	2	-2	3	-4	2	-2	-3	6	-0.7	3
3	COC(=O)c1cc(C(=O)N2CCOCC2)cc([N+](=O)[O-])c1	2	4	0	-7	2	-2	-2	-7	0.3	-6
4	Clc1ccc(Oc2ccccc2)c2ncccc12	-2	1	0	7	-5	-2	16	5	0.1	3
5	CC(NC(=O)/C(=C/c1ccc(OC(F)F)cc1)c1ccccc1)c1ccccc1 (stereo not given)	0	4	-49	-26	0	-3	5	-2	-0.8	2
6	O=C(O)c1cccnc1C(=O)N1CCc2c([nH]c3ccccc23)C1C(F)(F)F (stereo not given)	1	-2	.	2	2	4	-1	8	-0.2	-1
7	O=C(Nc1cccc(-c2cccc(F)c2)c1)C1CCN(C2CCC2)CC1	-2	-1	2	-2	5	-3	6	4	-3.6	-10
8	OC[C@@H]1CN(Cc2ccco2)C[C@H](n2cnc3c(NCc4ccc(F)cc4)ncnc32)O1	-3	0	.	-1	-1	1	0	1	-1.3	-2
9	Cc1ccc2c(c1)N(C(=O)CCC(=O)N1CCCCC1)CCO2	-3	3	-5	7	3	-1	11	-7	0.7	-1
10	O=C(NCc1nc(-c2ccc(Cl)cc2)no1)c1ccco1	1	7	0	-12	1	2	-3	7	-1.8	-2
11	O=C(c1ccco1)N1CCN(Cc2cc(=O)c(OCc3c(F)cccc3Cl)co2)CC1	1	0	2	6	1	-3	-6	7	0.1	0
12	CCc1ccc(N2CC(C(=O)OCC(=O)Nc3ccc(C(C)=O)cc3)CC2=O)cc1 (stereo not given)	0	-4	-6	3	-1	1	-3	-3	0.7	8

Following part
No.	mol	UHRF1 binding	LEDGF integ inh	HTRA1 inh	ABHD4 inh	MBD2 DNA inh	rCAG RNA binder	NR1D1 modulator	TCR CD3 inh	PG9 Ab binder	PRMT1 FP inh
13	COc1ccc(Nc2ccc(S(=O)(=O)N3CCCCCC3)cc2[N+](=O)[O-])cc1	0	-2	8	-4	-5	1	3	1	0.1	0
14	CCCc1nnc(NC(=O)c2ccc([N+](=O)[O-])cc2)s1	-1	0	10	9	4	1	-3	3	1.2	0
15	Cc1[nH][nH]c(=O)c1C(c1ccc(-c2ccccc2C(=O)O)o1)c1c(C)[nH][nH]c1=O	13	6	1	8	0	5	-5	-5	-2.3	10
16	C[C@H](CO)N1C[C@H](C)[C@@H](CN(C)C(=O)Nc2ccccc2)Oc2ncc(-c3ccc(C#N)cc3)cc2C1=O	-1	-4	-14	2	4	4	-11	1	-0.3	3
17	CC1CC(C)CN(C(=O)Cn2c(=O)oc3cc(S(=O)(=O)N4CCCC4)ccc32)C1 (stereo not given)	-1	0	1	2	0	-2	-2	4	1.3	3
18	Cc1ccccc1N(C(=O)Cc1ccsc1)C(C(=O)NC1CCCCC1)c1ccc(F)cc1 (stereo not given)	0	-5	1	2	1	-3	7	0	-1.7	1
19	CCCC/C(O)=C1\C(=O)CCCC1=NCCc1c(C)[nH]c2ccccc12	-2	2	-8	0	-6	-7	-7	9	-2.7	-6
20	CCOC(=O)N1CCC(=NNc2nc3ccccc3s2)CC1	-2	-5	3	38*	-4	7	-1	-1	-0.9	-2
21	O=C(Nc1ccccc1)Nc1ccc(-n2ccc(C(F)(F)F)n2)cc1	-1	-2	-18	-18	-1	0	-1	4	-5.5	-4
22	COc1ccc(NC(=O)N2CCCc3ccccc32)cc1OC	-3	1	1	-9	-5	-2	4	-5	-1.9	-2
23	CCN(CC(=O)Nc1cccc(F)c1)CC(=O)Nc1ccc2c(c1)OCCO2	7	3	-3	-12	2	0	3	-15	-0.5	5
24	Cc1sc(NC(=O)CN2CCCC2)nc1-c1ccc2c(c1)CCN2C(=O)c1cccc(F)c1	0	1	-12	13	-1	6	0	-11	1.1	0

Next section.
No.	mol	UHRF1 binding	LEDGF integ inh	HTRA1 inh	ABHD4 inh	MBD2 DNA inh	rCAG RNA binder	NR1D1 modulator	TCR CD3 inh	PG9 Ab binder	PRMT1 FP inh
25	COc1ccc(C2C(C#N)=C(N)Oc3n[nH]c(-c4ccccn4)c32)c(OC)c1OC (stereo not given)	-9	1	-1	6	-1	3	0	-4	-1.0	-1
26	CC1=C(C(=O)OCc2ccccc2)C(c2cccc([N+](=O)[O-])c2)NC(=O)N1 (stereo not given)	-1	-5	-2	8	5	3	-4	-3	-1.4	1
27	Cc1c(Cl)c([N+](=O)[O-])nn1CC(=O)N1CCc2ccccc2C1	0	-1	1	-4	-2	1	2	-3	-2.5	-1
28	Cc1ccc(C)c(-c2nnc(OCC(=O)Nc3cc(C)on3)c3ccccc23)c1	0	0	-31	0	1	6	1	3	-0.8	-1
29	O=C(NC1CCCCC1)C(c1ccc(F)cc1)N(C(=O)c1csnn1)C1CC1 (stereo not given)	1	5	-7	-2	-6	2	7	-2	-1.2	-3
30	COC(=O)C(C)Oc1ccc(Cc2ncc(C(F)(F)F)cc2Cl)cc1 (stereo not given)	3	-4	-3	2	5	-10	-4	-4	0.2	3
31	CCO[C@@H]1OC(C(=O)NC2CC2)=C[C@H](C2CCCCC2)[C@H]1CCCO	-2	0	3	7	1	-9	-4	-4	-1.1	-1
32	COc1ccccc1C(=O)NCC(=O)N(C)Cc1nc2ccccc2c(=O)[nH]1	-1	0	-1	-11	-2	1	-6	-1	-1.3	3
33	CO[C@H]([C@H](C)/C=C/N(C)C=O)[C@@H](C)C(O)CC[C@H](C)[C@H](O)[C@H](C)[C@H]1OC(=O)/C=C/C(C)=C/C[C@H](O)C[C@@H]2C=CC[C@@H](C[C@H](OC)[C@@]3(CO3)[C@@H](OC)C[C@@H](OC)[C@@H]1C)O2 (stereo not given in full)	1	3	.	-2	-3	.	-2	.	.	5
34	CN(C)S(=O)(=O)c1ccc(NC(=O)c2cc(F)c(F)cc2Cl)cc1	5	2	-3	-16	3	1	-3	-3	-1.2	-3
35	Oc1c(N=Nc2ccc(F)cc2)ccc2ccccc12	1	-6	6	12	0	4	6	-9	-1.2	1
36	C=C(C)c1cccc(C(C)(C)NC(=O)NC2CCN(Cc3ccccc3)CC2)c1	0	1	-10	10	-1	-10	1	-3	-1.0	-1

(further entries)
No.	mol	UHRF1 binding	LEDGF integ inh	HTRA1 inh	ABHD4 inh	MBD2 DNA inh	rCAG RNA binder	NR1D1 modulator	TCR CD3 inh	PG9 Ab binder	PRMT1 FP inh
37	COC(=O)C1CN(Cc2ccc(F)cc2)CCS(=O)(=O)N1Cc1cn(Cc2ccccc2)nn1 (stereo not given)	8	4	.	8	-1	0	1	.	.	-1
38	CC(=O)N1CN(Cc2ccccn2)Cc2c1sc1c2CCCC1	-3	0	4	-1	-7	6	0	0	0.0	9
39	COc1ccc(N2CCN(C(=O)C3CC(=O)N(c4ccc(C)cc4)C3)CC2)cc1 (stereo not given)	2	-2	.	8	-1	-9	3	5	0.0	-1
40	CC(C)C[C@H](CO)N(Cc1ccccc1)S(=O)(=O)N(Cc1ccccc1)[C@@H](CO)CC(C)C	-3	0	-56	-28	2	-6	-2	6	-1.0	2
41	O=C(Nc1ccccc1)C1=C(N2CCOCC2)/C(=C/c2cccnc2)CC1	1	-6	0	1	-4	5	-2	-1	-1.2	4
42	C=CCn1c2ccccc2c2nnc(SCC(=O)O)nc21	-2	5	6	7	-4	6	3	9	0.6	1
43	COc1ccc(CN(CC(=O)NC2CCCC2)C(=O)c2csnn2)cc1	0	5	6	-4	-2	1	3	0	-0.9	-3
44	CCOC(=O)Cc1cc(=O)n2[nH]c(C)c(-c3ccccc3OC)c2n1	6	-4	-4	7	0	14	2	-2	-0.6	4
45	NC(=O)NC(=O)C[n+]1cccc(/C=N/O)c1	0	0	4	5	6	1	-1	3	-3.4	-3
46	Nn1c(SCc2ccccc2)nnc1-c1ccco1	0	-3	2	1	2	0	3	-3	-1.0	2
47	NS(=O)(=O)c1ccc(NC(=S)NCc2ccco2)cc1	-2	2	-3	-3	-3	-2	-2	-1	-2.9	27*
48	COC(=O)C1CN(C2CC2)CCS(=O)(=O)N1Cc1cn(Cc2ccc(OC)cc2)nn1 (stereo not given)	3	-3	.	7	0	2	-6	.	.	-1

Sorted by SMILES length (falling): some entries from above
No.	mol	UHRF1 binding	LEDGF integ inh	HTRA1 inh	ABHD4 inh	MBD2 DNA inh	rCAG RNA binder	NR1D1 modulator	TCR CD3 inh	PG9 Ab binder	PRMT1 FP inh
37	COC(=O)C1CN(Cc2ccc(F)cc2)CCS(=O)(=O)N1Cc1cn(Cc2ccccc2)nn1 (stereo not given)	8	4	.	8	-1	0	1	.	.	-1
39	COc1ccc(N2CCN(C(=O)C3CC(=O)N(c4ccc(C)cc4)C3)CC2)cc1 (stereo not given)	2	-2	.	8	-1	-9	3	5	0.0	-1
44	CCOC(=O)Cc1cc(=O)n2[nH]c(C)c(-c3ccccc3OC)c2n1	6	-4	-4	7	0	14	2	-2	-0.6	4

(listing goes on)
No.	mol	UHRF1 binding	LEDGF integ inh	HTRA1 inh	ABHD4 inh	MBD2 DNA inh	rCAG RNA binder	NR1D1 modulator	TCR CD3 inh	PG9 Ab binder	PRMT1 FP inh
49	CCCn1cc(S(=O)(=O)CC(=O)Nc2ccc(OC)cc2OC)c2ccccc21	-1	1	-4	-3	-6	2	-2	0	-1.3	1
50	CCOc1ccc2ccccc2c1CNc1nnnn1C	3	4	-4	0	1	0	3	1	-2.0	1
51	C[C@H]1CN([C@@H](C)CO)C(=O)CCCn2nncc2CO[C@H]1CN(C)S(=O)(=O)c1ccc(F)cc1	3	-5	2	1	5	-1	2	-2	-1.5	2
52	COc1cccc(NC(=S)N(CCCN2CCC(C)CC2)Cc2cccs2)c1	1	2	-1	-1	0	-6	-9	-4	-1.6	-1
53	O=C(CN1CCN(C(=O)c2ccco2)CC1)Nc1ccccc1	-1	-1	2	4	1	0	-1	2	-0.8	1
54	CCN(CC)S(=O)(=O)c1ccc(/C=C/C(=O)Nc2cccc(F)c2)cc1	-1	2	-54	-31	2	7	3	0	-1.0	13

Assay outcomes as filed in PubChem BioAssay.

These rows are one share of the data (hit frequency here may not be typical).
